Compound activity (PubChem BioAssay)
A3G deaminase = APOBEC3G DNA deaminase inhibitors, primary screen, biochemical, fluorescence, single-stranded DNA substrate, uHTS. DNA dC->dU-editing enzyme APOBEC-3G (Homo sapiens), Q9HC16. recombinant A3G, ssDNA deamination FAM/TAMRA fluorescence. inhibition, % at 20 µM. actives 0.28% (n = 330,000). AID 493012, 2011;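 active = inhibition of at least 40% at 20 µM, with no more than 30% in the related APOBEC3A deaminase screen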;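 also: plate controls were DMSO wells with A3G for no effect and wells lacking A3G enzyme for full effect; some compounds called inactive have numbers as strong as hits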
Target sequence (Q9HC16 whole entry, looked up): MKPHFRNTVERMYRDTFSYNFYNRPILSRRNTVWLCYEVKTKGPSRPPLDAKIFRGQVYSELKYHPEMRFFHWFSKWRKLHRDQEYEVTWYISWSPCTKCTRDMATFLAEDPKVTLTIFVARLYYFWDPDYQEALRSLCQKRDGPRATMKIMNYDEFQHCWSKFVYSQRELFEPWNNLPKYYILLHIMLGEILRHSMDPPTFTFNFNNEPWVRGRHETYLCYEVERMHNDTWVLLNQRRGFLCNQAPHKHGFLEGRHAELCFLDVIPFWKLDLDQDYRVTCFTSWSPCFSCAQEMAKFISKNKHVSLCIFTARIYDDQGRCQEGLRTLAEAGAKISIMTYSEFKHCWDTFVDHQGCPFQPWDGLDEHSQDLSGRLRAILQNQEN
MIN6 prolif = inducers of MIN6 beta-cell proliferation, primary screen, ATP luminescence, uHTS | actives 0.29% (n = 330,000) | AID 2380, 2010 | MIN6 cells proliferation, ATPlite luminescence, 48 h; cells starved in 0.2% serum; 100% = growth in 10% serum | proliferation, % at 10 µM;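 active = compounds whose signal lies at least 3.5 SD above the mean of all wells on their plate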;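 also: 0% = DMSO-treated cells in low-serum medium and 100% = 10% serum control; some compounds called inactive have numbers as strong as hits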
mIAP inh = inhibitors of mouse IAP, primary screen, biochemical, luminescence, uHTS | AID 2806, 2010 | actives 0.2% (n = 330,000) | purified mouse IAP, CDP-Star luminescence, 30 min | inhibition, % at 10 µM | intestinal alkaline phosphatase [Mus musculus];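 active = inhibition of at least 40% at 10 µM in the primary screen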;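 also: plate controls were DMSO with enzyme for no effect and no enzyme wells for full effect; values of inactives mirror those of a sister screen read the other way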
mIAP activ = activators of mouse IAP, primary screen, biochemical, luminescence, uHTS | muIAP, CDP-Star luminescence, 30 min; active compounds read high; 1 = vehicle-only enzyme signal, 0 = enzyme-free wells | AID 2805, 2010 | actives 0.24% (n = 330,000) | activation factor at 10 µM | intestinal alkaline phosphatase [Mus musculus];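 active = activation factor of at least 2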; also: the source names both 10 and 20 µM as test concentration; values of inactives mirror those of a sister screen read the other way
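Assay system: mouse IAP enzyme; Reagent: CDP-Star chemiluminescent phosphatase substrate; Compound: DMSO-dissolved test compounds; Incubation: 30 min, room temperature; Technique: luminescence from enzymatic CDP-Star hydrolysis; Controls: DMSO-only wells and no-enzyme negative control.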
A3A deaminase = APOBEC3A ssDNA deaminase inhibitors, primary screen, selectivity assay for APOBEC3G inhibitor project, biochemical, FAM/TAMRA oligo cleavage fluorescence; actives 0.41% (n = 330,000); DNA dC->dU-editing enzyme APOBEC-3A (Homo sapiens), P31941; inhibition, % at 20 µM; recombinant A3A, FAM/TAMRA ssDNA deamination fluorescence; AID 493011, 2011;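 active = at least 40% inhibition at 20 µM here, with at most 30% in a related deaminase screen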;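 also: plate controls were A3A with DMSO for no effect and wells lacking A3A enzyme for full effect; some results filed as inactive read as strong as hits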
Target sequence (P31941 whole entry, looked up): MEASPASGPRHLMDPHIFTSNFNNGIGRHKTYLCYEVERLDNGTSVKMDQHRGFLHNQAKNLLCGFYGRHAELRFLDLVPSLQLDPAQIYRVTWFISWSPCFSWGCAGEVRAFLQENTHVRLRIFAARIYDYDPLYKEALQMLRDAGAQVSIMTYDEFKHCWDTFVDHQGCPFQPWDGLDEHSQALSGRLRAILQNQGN
tim10-1 inh = growth inhibitors of tim10-1 mutant yeast, primary screen, luminescence, uHTS; S. cerevisiae tim10-1 ts strain growth, BacTiter-Glo, 24 h; inhibition, % at 20 µM; actives 2.2% (n = 330,000); AID 463190, 2010;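 active = inhibition of at least 40%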;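 also: mutant grown at 25 °C; 0% = DMSO wells with yeast and 100% = wells holding no yeast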
NALP3 yeast inh = NALP3 inflammasome inhibitors in reconstituted yeast, primary screen, luminescence, uHTS; Yeast reconstituted NLRP3/ASC/caspase-1, beta-gal luminescence, 24 h; inhibition, % at 10 µM; actives 0.39% (n = 330,000); AID 2825, 2010;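 active = inhibition of 50% or more; inactive = inhibition below 50%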;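 also: plate controls were induced DMSO wells for no effect and uninduced yeast grown without galactose for full effect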
TIM10 inh = growth inhibitors of isogenic TIM10 control yeast, primary screen, counter-screen for tim10-1 yeast inhibitor project, luminescence, uHTS. S. cerevisiae TIM10 strain growth, BacTiter-Glo luminescence, 24 h. inhibition, % at 10 µM. actives 1.4% (n = 330,000). AID 463195, 2010;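 active = inhibition of 40% or more at the single tested concentration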;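 also: wild-type TIM10 isogenic control strain grown at permissive 25 °C; 0% = DMSO yeast wells and 100% = minimal medium wells without yeast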
hIAP inh = human IAP inhibitors, primary screen, biochemical, luminescence, uHTS; Intestinal-type alkaline phosphatase (Homo sapiens), P09923; purified IAP, CDP-Star luminescence, 30 min; inhibition, % at 10 µM; actives 0.12% (n = 330,000);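 active = inhibition reaching a set limit with compound at 10 µM in the primary screen, cut at about 35% in these data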;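 also: plate controls were DMSO wells with enzyme for no effect and no-enzyme buffer wells for full effect; values of inactives mirror those of a sister screen read the other way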
Target sequence (P09923 whole entry, looked up): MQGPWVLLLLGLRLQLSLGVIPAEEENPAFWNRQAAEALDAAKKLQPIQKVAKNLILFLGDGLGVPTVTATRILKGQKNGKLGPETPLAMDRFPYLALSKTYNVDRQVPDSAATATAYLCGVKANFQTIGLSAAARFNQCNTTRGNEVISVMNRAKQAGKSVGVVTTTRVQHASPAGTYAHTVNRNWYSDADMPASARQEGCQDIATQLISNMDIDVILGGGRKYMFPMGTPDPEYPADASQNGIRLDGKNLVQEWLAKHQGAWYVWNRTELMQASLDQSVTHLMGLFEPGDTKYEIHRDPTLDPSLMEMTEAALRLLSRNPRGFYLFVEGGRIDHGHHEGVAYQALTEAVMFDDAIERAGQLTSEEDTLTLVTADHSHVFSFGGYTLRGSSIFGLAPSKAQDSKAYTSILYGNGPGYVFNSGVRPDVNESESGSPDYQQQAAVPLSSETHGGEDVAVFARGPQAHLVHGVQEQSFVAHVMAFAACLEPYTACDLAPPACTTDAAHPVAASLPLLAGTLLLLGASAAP
An asterisk follows results filed as active; / = no result given.

SMILES	A3G deaminase	MIN6 prolif	mIAP inh	mIAP activ	A3A deaminase	tim10-1 inh	NALP3 yeast inh	TIM10 inh	hIAP inh
Nc1nnc(C(c2ccccc2)c2ccccc2)s1	-2	1	-6	1.1	3	22	-5	-9	-16
COc1cc(NC(=O)COc2cc(O)c3c(c2)OC(C)(C)CC3=O)cc(OC)c1	-10	-4	-7	1.1	-2	24	21	11	6
O=C(COC(=O)/C=C/c1cccs1)Nc1nc(-c2ccccc2)cs1	-3	-6	4	0.96	0	20	0	19	9
Nn1c(SCC(=O)N2CCCc3ccccc32)nnc1-c1ccc(Cl)cc1	-5	0	10	0.9	0	23	9	-2	8
O=C(CCCN1C(=O)c2cccc3cccc(c23)C1=O)N1CCN(c2ncccn2)CC1	-2	1	4	0.96	-4	18	-9	8	-4
COc1cccc(-c2nc(CS(=O)(=O)CC(=O)NCc3ccc4c(c3)OCO4)c(C)o2)c1	21	1	-3	1	1	4	14	17	-7
COc1ccc(CCNS(=O)(=O)c2cccc([N+](=O)[O-])c2)cc1OC	-5	0	-1	1	-1	-6	7	-14	-16
CC(/C=N/Nc1nc2ccccc2[nH]1)=C\c1ccccc1	-3	-6	7	0.93	1	-13	12	37	-55
Oc1cccc2ccc(/C=C/c3c(F)cccc3Cl)nc12	-6	-6	8	0.92	-2	11	11	7	-17
O=C(CNC(=O)c1cccc(F)c1)N/N=C/c1cccc([N+](=O)[O-])c1	4	-2	9	0.91	1	17	9	3	-6
COc1ccccc1C(=O)C1CCCN(C(=O)C2CCCC2)C1 (stereo not given)	-7	-2	0	1	0	8	-1	13	-1
NC(=O)C(Cc1ccccc1)NS(=O)(=O)c1ccc(N2CCCC2=O)cc1 (stereo not given)	7	0	4	0.95	1	-8	15	-8	-14
COc1ccc([C@H]2CC(=O)C=C(c3ccc(OC(F)(F)F)cc3)C2)cc1	-8	-5	9	0.91	0	24	28	13	-6
CC(C)C(=O)Nc1cccc(C(=O)N2CCCCC2C)c1 (stereo not given)	0	-3	-2	1	1	20	5	-9	-8
CCOC(=O)c1ccc(NS(=O)(=O)c2ccc3c(c2)NC(=O)CCS3)cc1	-6	0	8	0.92	-6	10	10	-5	13
COc1ccccc1C(=O)NC(=O)COC(=O)c1ncc(Cl)c(Cl)c1Cl	2	-1	-7	1.1	2	15	13	-8	-7
CCCN(CCC)C(=S)Nc1cc(C(=O)OC)ccc1C(=O)OC	-1	-1	9	0.91	0	19	22	-4	-11
COC(=O)/C(=N/Nc1ccccc1C)N1CCCc2ccccc21	-9	0	8	0.92	-3	11	8	7	9
CC(=O)Nc1ccc(S(=O)(=O)NNC(=O)C(=O)NNc2ccccn2)cc1	-1	1	7	0.93	5	-4	10	-1	-185
[N-]=C=C1C(=O)NC(=O)C([n+]2ccc(-c3ccncc3)cc2)C1c1ccccc1C(F)(F)F (stereo not given)	-9	-2	3	0.97	-3	6	24	5	-6
CSCCC(=O)Nc1ccc(C(C)=O)cc1	-2	-2	4	0.95	-5	-1	21	5	-22
S=C(NC1CCCCC1)N1CCn2cccc2C1c1ccncc1 (stereo not given)	-7	-1	-1	1	-4	16	-4	-4	3
COc1ccc(S(=O)(=O)N2CCC(N3CCCCC3)CC2)cc1	-4	3	0	1	-1	6	7	1	-1
O=C(C1CC1)N1CCC(c2nc(-c3ccc(S(=O)(=O)NCC4CCCO4)cc3)no2)CC1 (stereo not given)	-6	-1	-8	1.1	-8	29	-4	2	-11
O=C(CCN1C(=O)/C(=C\c2cccs2)SC1=S)Nc1ccccn1	-3	-3	16	0.84	-1	-3	5	1	-2
O=C(O)CCC(=O)Nc1cccc(-c2nc3ccccc3o2)c1	-2	-1	-7	1.1	-6	21	19	11	-19
CC(=O)Nc1ccc(N2C(=O)CSC2c2ccccc2[N+](=O)[O-])cc1 (stereo not given)	-9	-1	10	0.9	0	14	-2	12	4
CCCn1nc(NS(=O)(=O)c2cccc3nonc23)c2cc3cc(C)ccc3nc21	3	-6	0	1	-2	10	9	4	-12
O=C(COc1ccc([N+](=O)[O-])cc1)NNC(=O)Nc1ccc([N+](=O)[O-])cc1	-7	-5	18	0.82	-2	2	9	-3	-46
Cc1ccc(NC(=O)c2cc(S(=O)(=O)N3CCc4ccccc43)cn2C)cc1	-8	-3	-39	1.4	0	20	-8	8	-15
CC1CCN(CC(=O)NCc2ccccc2)CC1	-8	-3	4	0.96	-5	7	7	1	20
COc1cccc(C(=O)NN/C(C)=C/C(=O)C(F)(F)C(F)(F)C(F)(F)F)c1	0	0	15	0.85	1	17	3	6	-8
COC(=O)c1cccc(C23CC4(C2)[C@H](CN(Cc2ccc(-c5ccccc5)cc2)[C@@H]4c2ccccc2)C3c2ccc(C(F)(F)F)cc2)c1 (stereo not given in full)	-12	-5	5	0.95	-4	15	21	16	12
Cc1ccc(C(=O)COc2cc(O)c3c(=O)cc(-c4ccccc4)oc3c2)cc1	-3	-2	21	0.79	-5	-18	13	-20	-12
CCCC[C@@H]1CN=C(N)N1CCCC	-12	-3	-6	1.1	-7	-14	7	-6	12
CCOc1ccc(Cl)cc1CNc1nnnn1CC	0	0	-8	1.1	-1	-2	13	-9	-12

Pulled by compound from above, 2 records:
SMILES	A3G deaminase	MIN6 prolif	mIAP inh	mIAP activ	A3A deaminase	tim10-1 inh	NALP3 yeast inh	TIM10 inh	hIAP inh
CCCC[C@@H]1CN=C(N)N1CCCC	-12	-3	-6	1.1	-7	-14	7	-6	12
O=C(O)CCC(=O)Nc1cccc(-c2nc3ccccc3o2)c1	-2	-1	-7	1.1	-6	21	19	11	-19

Next part
SMILES	A3G deaminase	MIN6 prolif	mIAP inh	mIAP activ	A3A deaminase	tim10-1 inh	NALP3 yeast inh	TIM10 inh	hIAP inh
CC(C)C(C)NC(=O)COc1nc2ccccc2nc1N(C)C1CCCCC1 (stereo not given)	-11	-5	3	0.97	-2	1	24	29	10
N=c1c(S(=O)(=O)c2ccc(Cl)cc2)cc2c(=O)n3ccccc3nc2n1CC1CCCO1 (stereo not given)	0	3	2	0.98	3	15	14	1	11
N#Cc1ccc(Oc2cccc3cccnc23)c([N+](=O)[O-])c1	-2	-5	6	0.94	5	34	26	21	13
OCCN1CCN(C(=S)Nc2ccc(SC(F)F)cc2)CC1	-7	-2	-5	1	-4	-10	14	-20	-15
CCc1cc2c(N[C@@H](Cc3ccccc3)C(=O)O)ncnc2s1	0	-5	-8	1.1	-1	11	8	-16	-3
CCn1nnnc1SCC(=O)c1ccc(C)cc1C	-2	-2	6	0.94	1	21	17	2	-4
NC(=O)C1CC(=O)N(c2ccc(OCc3ccc([N+](=O)[O-])cc3)cc2)C1 (stereo not given)	-5	-4	4	0.95	0	13	9	-1	12
O=C(c1ccoc1)N1CCCC(N2CCN(c3cccc(C(F)(F)F)c3)CC2)C1 (stereo not given)	-1	-2	-2	1	-4	27	-14	6	-24
Cc1ccc(C2CC(=O)Oc3cc(C)cc(C)c32)cc1 (stereo not given)	1	/	-5	1.2	2	4	/	-10	/
Cc1nnc2sc(SCC(=O)Nc3ccc(Br)cc3)nn2c1=O	-3	-1	23	0.77	-2	10	23	-2	-49
O=C(COC(=O)c1ccc(S(=O)(=O)N2CCCC2)cc1)Nc1ccc(Cl)cc1	-4	0	-8	1.1	0	21	0	2	-2
COc1cccc(Oc2ccc(C(F)(F)F)cc2NC(=O)c2cccc(F)c2)c1	0	-4	-1	1	5	1	4	17	7
Cn1ncc(Cl)c1C(=O)NCc1ccco1	0	-3	-3	1	1	2	13	6	-8
O=C(O)c1ccc(N=Cc2c(O)ccc3oc4c(c23)CCCC4)cc1	-2	-4	6	0.94	0	14	13	25	-3
CCOC(=O)c1cc(-c2cccc([N+](=O)[O-])c2)n[nH]1	5	-1	-4	1	-9	36	23	48*	-13
CCN(CC)C(=O)c1sc(NC(=O)c2ccc(C)c([N+](=O)[O-])c2)c(C#N)c1C	-5	-1	4	0.96	-4	-1	31	-14	-15
CC(=O)SCC(C)C(=O)NCc1ccccc1 (stereo not given)	-6	-1	-3	1	-2	-12	20	-1	-96
O=C(NNC(=O)C12CC3CC(CC(C3)C1)C2)c1ccncc1	1	-5	-6	1.1	-4	11	9	-12	-14
O=[N+]([O-])c1cccc(/C=N\N=C2c3ccccc3-c3ccccc32)c1O	3	-4	15	0.85	13	23	20	22	20
Cc1[nH]c2ccccc2c1C(=O)C(=O)N1CCN(c2cccc(Cl)c2)CC1	-3	-5	11	0.89	-2	-37	20	10	-2
CCOC(=O)C1(Cc2ccccc2)CCN(C2Cc3ccccc3C2)CC1	4	-5	16	0.84	-1	8	23	6	8
CC(C)(C)NC(=O)C[C@H]1C[C@H](C(=O)N2CCCCC2)[C@@]2(CCc3ccccc3)c3[nH]c4ccc(Cl)cc4c3CCN2C1=O	-3	/	-20	1.2	-3	10	/	-6	/
Cc1noc(C)c1S(=O)(=O)N1CCC(C(=O)Nc2ccc(Br)cc2)CC1	-1	0	-23	1.2	0	5	5	-4	-16
COc1ccc(OC)c(C2/C(=C(/O)c3cnn(-c4ccccc4)c3C)C(=O)C(=O)N2CCN(C)C)c1 (stereo not given)	-3	-2	-1	1	2	9	-11	-12	7
Cc1ccc(NC(=O)CN(C)Cc2cccs2)cc1Cl	-9	0	-2	1	-4	4	44	-5	8
N=c1c(S(=O)(=O)c2ccc(Cl)cc2)cc2c(=O)n3ccccc3nc2n1C1CCCC1	-11	-3	9	0.91	-4	33	22	6	14
C=CCn1c(SCC(=O)N2CCN(c3ccc(F)cc3)CC2)nnc1-c1cccs1	-8	7	-8	1.1	1	6	-1	2	10
O=C(O[C@@H]1[C@H](Cc2ccccc2)NS(=O)(=O)[C@H]2C[C@@H]3C=C[C@]12O3)c1ccccc1Br	-6	-2	-9	1.1	1	4	16	-8	3
C=CCNS(=O)(=O)c1cccc(C(C)=O)c1	0	-1	-4	1	1	17	9	-13	-4
CCCCCc1cc(=O)oc2c(C(CCN3CCN(c4ccccc4)CC3)c3ccc(N(C)C)cc3)c(OC)cc(OC)c12 (stereo not given)	-8	-8	-8	1.1	-4	7	20	-12	17
CCOC(=O)c1ccc(N2C(=O)C(CC(N)=O)N(NC(=O)c3cccc(F)c3)C2=S)cc1 (stereo not given)	-3	7	9	0.91	-1	5	12	6	6
CC(=O)c1cn(CCOc2cc(C)ccc2C)c2ccccc12	-9	-4	0	1	-3	19	19	14	4
CC(C)CCN(C(=O)c1csnn1)C(C(=O)NC1CCCCC1)c1ccc(F)cc1 (stereo not given)	-1	-5	-2	1	-1	20	19	7	5
C=CCC(NCc1ccco1)c1ccc(OC)cc1OC (stereo not given)	-1	-1	2	0.98	0	-11	11	1	-3
CCCCOC(=O)Oc1ccc2c(=O)c(Oc3cccc(C)c3)coc2c1	-11	-2	8	0.92	-1	23	25	27	9

Compounds were not picked by outcome; 4.6% or so of the library scored in one or more.
